Compound activity from PubChem.
HSF-1 act: increases HSF-1 driven luciferase reporter signal; NIH3T3-HGL HSF-1 luciferase reporter, MG132, 8 h; 100% = twice DMSO control signal; activation, % at 9 µM; hit rate 1.7% among 300,000; AID 504408;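 active = mean replicate activation of at least 50% with a set share of replicates each reaching 50%; inconclusive = only one of those two conditions met; inactive = mean below 50% and too few replicates reaching it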;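 also: 0% = median of the neutral control wells and 100% = twice that signal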
HIF act: HIF pathway transcriptional activation; U2OS HRE-luciferase reporter, luminescence; normalized: DMSO 0%, desferrioxamine 100%; activation, % at 7.5 µM (by protocol); hit rate 0.32% among 300,000; AID 1910;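 active = mean activation of at least 10% of the iron chelator positive control signal, with at least half of replicates also reaching 10%; inconclusive = mean and replicate majority disagree about reaching 10%; inactive = mean and most replicates under 10%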
aSyn UTR inh: 5' untranslated region of α-synuclein, MLPCN primary screen; hit rate 0.82% among 300,000; inhibition, % (tested at 7.5 µM); alpha-synuclein 5'UTR reporter, inhibitor activity; in the data active = inhibition above about 60%; inconclusive = no clear call, values can overlap the other calls;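 also: H4 neuroglioblastoma cells stably carrying SNCA 5'UTR luciferase fusion; 0% = DMSO wells and 100% = positive control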
Platelet DG rel: modulates dense granule release in human platelets; human platelet-rich plasma, SFLLRN dense granule ATP release, luminescence; inhibition, %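 (compounds screened at 7.5 µM in platelet-rich plasma)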; hit rate 0.22% among 300,000; AID 1663;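 active = mean replicate score, as percent of positive control, at or above 50; inconclusive = mean below 50 but at least one replicate at or above 50; inactive = mean and every replicate below 50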
IEC-6 tox: kills IEC-6 intestinal cells in KLF5 counter-screen. IEC-6 cytotoxicity, luminescence viability. inhibition, % at 5 µM. hit rate 0.78% among 290,000. AID 1825; in the data active = inhibition above about 22%;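 also: 0% = plate median of test compound wells and 100% = cytotoxic reference compound wells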
SKKanGAS inh: blocks kanamycin growth of S. pyogenes SKKanGAS strain; BacTiter-Glo, 6 h; inhibition, % at 7.5 µM; hit rate 1.3% among 300,000;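 active = mean replicate score, as percent of positive control median, at least 50; inconclusive = mean below 50 but one replicate at or above 50; inactive = mean and every replicate below 50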;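 also: strain carries kanamycin resistance gene driven by streptokinase promoter and grows in 40 µg/ml kanamycin; loss of luminescence reflects streptokinase promoter inhibition or plain growth inhibition; 0% = median of DMSO wells and 100% = positive control at its reference dose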
HSP90 refold inh: HSP90 refolding inhibition in rabbit reticulocyte lysate; luciferase refolding luminescence, 3 h; inhibition, % at 5.6 µM; hit rate 0.91% among 290,000;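 active = inhibition above the screen-wide mean plus 3 SD, computed separately per campaign, cut at about 16% in these data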;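 also: 0% = DMSO wells and 100% = 60 µM geldanamycin wells; inhibitors lower the luminescence because luciferase stays unfolded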
AI-2 QS modul: Vibrio harveyi AI-2 quorum sensing modulation | activity change, % at 7.5 µM | AID 2094 | hit rate 0.4% among 300,000 | Vibrio harveyi JMH597 AI-2 luminescence/OD600 ratio, 9 h; stronger effect = lower value; strain lacks LuxN and CqsS sensors; 0 = neutral-control median; in the data active = activity change below about -75%, passing the limit was not always enough; inconclusive = no clear call, values can overlap the other calls;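 also: luminescence divided by OD600 gain over 9 h not by final OD600 alone; inactives centre near 13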
KLF5 inhibitor: suppresses KLF5 promoter-driven expression; inhibition, % at 5 µM; DLD-1 KLF5 promoter-luciferase reporter, luminescence; hit rate 0.23% among 290,000;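 active = inhibition above a per-plate limit of that plate's mean compound inhibition plus 3 SD, cut at about 60% in these data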;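 also: 0% = DMSO wells and 100% = LY294002 at 200 µM; higher means less KLF5 promoter-driven luciferase light; inactives centre near -14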
HSF1 inh: HSF1 inhibition; NIH3T3-HGL HSE-luciferase, MG132-induced, luminescence 8 h; stronger effect = lower value; hit rate 0.77% among 300,000; activity change, negative = inhibition, % at 7.5 µM (by protocol);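 active = more than half of replicate wells show activity change below -50%, luminescence cut by over half; inconclusive = some wells, but at most half, below -50%; inactive = no replicate well below -50%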;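 also: luciferase reports HSF-1 transcriptional activity via heat shock element; 0% = median of DMSO wells and -100% = zero luminescence signal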
* marks the source's active call; other numbers are inactive results; ? = inconclusive; · = not tested or not shown.

SMILES	HSF-1 act	HIF act	aSyn UTR inh	Platelet DG rel	IEC-6 tox	SKKanGAS inh	HSP90 refold inh	AI-2 QS modul	KLF5 inhibitor	HSF1 inh
O=C(O)CSc1nnc(Cn2c(=O)sc3ccccc32)n1-c1cccc(Cl)c1	8	-0.5	22	3	2	?	2	10	-11	-1
O=C(OCC(=O)c1cccc2ccccc12)c1ccc(CO)cc1	?	3.6	-98	14	-10	-5	-2	-17	-33	42
CCOc1ccccc1N1CCN(C(=O)c2ccc(-c3ccc(OC(C)=O)cc3)cc2)CC1	18	-1.6	-7	2	6	34	-2	7	-13	14
CSCCC(NS(=O)(=O)/C=C/c1ccccc1)C(=O)O (centres undefined)	-12	-2.3	-7	-97	0	-3	3	25	-5	-10
O=C(CN1CCOCC1)NCC12CC3CC(CC(C3)C1)C2	-8	-0.1	16	-3	-4	-1	-2	17	-20	-4
O=C1c2ccccc2C(=O)N1CCC1=CCCCC1	13	2.3	-58	-1	-6	18	0	-4	-12	27
COC(=O)NNC(=S)Nc1cc(OC)ccc1OC	-10	-0.6	6	2	-1	-6	0	10	-25	-8
CC(C)CC1NC(=O)N(CC(=O)Nc2ccc3c(c2)CCC3)C1=O (centres undefined)	19	0.7	12	6	-3	1	-6	-57	-23	6
CC1(C)CC2(CCCN(C(=S)Nc3ccccc3)C2)CCO1 (centres undefined)	-1	0.3	1	-7	10	-6	1	21	-13	-5
CN(NS(=O)(=O)c1ccc(Br)cc1)c1nc(C(F)(F)F)nc2ccccc12	-7	0.0	-12	4	9	-2	4	26	3	-3
COc1ccccc1NS(=O)(=O)c1ccc(OC)c([N+](=O)[O-])c1	9	0.4	1	10	-8	-7	1	24	-8	-3
O=C(Nc1cccc(-c2cccc(Cl)c2)c1)C1CCN(Cc2ccon2)CC1	21	-0.3	27	2	-12	2	-4	18	-36	-2
CNC(=O)c1cc2c(ccc3ccccc32)o1	58*	0.8	-60	-5	5	-16	-1	27	-80	30
COC(=O)c1scc(C#N)c1N/N=C(\C#N)S(=O)(=O)c1ccc(Cl)cc1	6	-0.6	5	-2	-4	31	-2	-25	4	7
Cc1cc(C(=O)CCl)c(C)n1-c1c(C)n(C)n(-c2ccccc2)c1=O	7	-1.3	8	-2	-6	-5	-3	9	-30	10
Cc1ccc(S(=O)(=O)Cc2ccc(C(=O)O)o2)cc1	1	-0.2	19	11	0	2	-5	25	-22	-5
CSc1ccc(CN2CCC(Oc3cccc(C(=O)N4CCCC4)c3)CC2)cc1	-2	0.2	13	-5	1	3	-3	13	-7	-2
CCOc1ccccc1NC(=O)C1CCCN(S(=O)(=O)c2cccc3cccnc23)C1 (centres undefined)	-7	0.5	5	10	8	-6	1	16	1	-4
CC1Cc2ccccc2N1C(=O)CSc1nnnn1C (centres undefined)	-11	1.3	13	5	-4	-7	-1	17	-24	-6
CCOc1cc2sc(N3CCC(C(=O)NCCCN4CCCC4=O)CC3)nc2cc1Br	2	0.9	-39	-6	-5	-1	-3	-2	-38	1
COc1ccc(NC(=O)c2ccc3ccccc3n2)cc1S(=O)(=O)Nc1ccccc1Cl	4	-0.4	40	6	6	11	4	9	-16	16
O=C(O)c1ccccc1-c1ccccc1C(=O)Nc1cccc(-c2nc3ccccc3o2)c1	22	-0.4	6	-2	10	-10	3	11	-3	14
O=C(NC1CCCCCC1)c1ccco1	-34	0.5	-29	10	-3	0	-2	-1	-15	-14
CCOC(=O)c1sc(NC(=O)CSc2nc3ccccc3s2)c(C(=O)OCC)c1C	10	0.9	-15	-5	-1	5	-2	21	-17	1
CN(C)c1ccc2c(c1)OC(N)=C(C#N)C2c1cccc(F)c1 (centres undefined)	-43	-0.1	68*	3	2	-4	4	6	-25	-29
N#Cc1nc(Cc2cccc3ccccc23)oc1NCCN1CCCCC1	5	-0.6	-6	3	7	5	4	2	-17	-1
CCOC(=O)N1CCN(C(=O)CNC(=O)c2nn(-c3ccc(OC)cc3OC)c(=O)c3ccccc23)CC1	-2	0.0	-35	5	7	2	-2	3	-25	1
c1ccc(Oc2cccc(CN3CCOCC3)c2)cc1	8	0.1	29	-3	-5	-5	0	·	-3	3
Cc1occc1-c1nnc(SCC(=O)NC2CC2)n1C(C)C	5	-0.3	-7	16	4	-3	4	6	-27	3
N#C/C(=C/c1cn(-c2ccccc2)nc1-c1cccc(OCc2ccccc2)c1)C(=O)NCCCn1ccnc1	10	-0.1	-5	-2	-5	5	1	27	-21	-1
COc1ccc(/C=N/n2c(N)c(S(=O)(=O)c3cccs3)c3nc4ccccc4nc32)cc1OC	17	-0.2	-18	0	3	27	9	14	-1	6
CC1CCC(NC(=O)C2CCC(CNS(=O)(=O)c3ccccc3)CC2)CC1 (centres undefined)	2	-0.5	-16	0	-1	8	-2	12	-20	-2
Cc1ccc(S(=O)(=O)N[C@H](C(=O)OCC(=O)N2N=C(c3ccc(Cl)cc3)CC2c2ccco2)C(C)C)cc1 (some centres undefined)	4	-0.4	2	5	0	34	-3	7	-7	-8
COC(=O)C1=C(C)N(C(C)c2ccccc2)C(=O)C1 (centres undefined)	19	0.0	5	5	4	-1	-1	6	-15	7
CCc1cccc(CC)c1NC(=S)N1CCn2cccc2C1c1ccncc1 (centres undefined)	6	0.1	7	0	-1	6	-2	8	-21	-3
CC(=O)Nc1ccc(NC(=O)CCn2c(=S)oc3ccccc32)cc1	8	0.0	4	8	3	4	0	21	-18	8
O=C(Nc1cccc([N+](=O)[O-])c1)C1C2/C=C\CCCCC21 (centres undefined)	·	1.1	-27	-1	-5	5	1	38	-4	1
CCC(C)NC(=O)Cn1nc(C(F)(F)F)c2c1CCCC2 (centres undefined)	-28	0.1	14	-3	2	2	0	0	-10	-8
COC(=O)CCNC(=O)Cc1c(C)n(C(=O)c2ccc(Cl)cc2)c2ccc(OC)cc12	16	-1.3	1	1	0	-5	1	18	-33	-7
CCC(=O)Nc1cc2nn(-c3ccc(OC)cc3)nc2cc1C	-31	0.4	35	4	-2	0	4	22	-196	-12
CC(C)CC(=O)NCC(C)NC(=O)CC(C)C (centres undefined)	8	0.5	1	-7	0	-3	3	-2	-15	-7
CC(NS(=O)(=O)c1ccccc1)C(N)=O (centres undefined)	-10	-0.5	22	-4	2	-7	2	13	-24	-1
O=C(/C=C/c1ccc(Cl)cc1Cl)N1CCN(c2ccc([N+](=O)[O-])c(N3CCOCC3)c2)CC1	-6	0.3	24	-5	-10	40	-5	43	-43	-6
COC(=O)C1=C(C)NC(C)=C(C(=O)OC)C1/C=C/c1ccccc1	6	-0.3	-14	-9	4	1	1	5	-21	8
COc1ccccc1-n1cc(CN2CCN(CC(C)C)C(CCO)C2)cn1 (centres undefined)	-10	0.0	-2	14	0	-4	2	12	-26	-7
CN1CCN(CCCNC(=O)c2ccc(/C=C3\Oc4ccccc4N(Cc4ccc(Cl)cc4)C3=O)cc2)CC1	29	-5.0	97*	4	7	6	4	-4	-26	12
O=C(COC(=O)CNC(=O)c1ccccc1)Nc1ccccc1Cl	10	0.1	17	2	0	-8	5	26	-5	1
Cc1nc2n(n1)C(c1ccccc1)C1=C(CC(c3ccco3)CC1=O)N2 (centres undefined)	-6	-0.5	-9	-3	-4	-2	4	7	-16	-2
O=C(C1CCN(S(=O)(=O)c2cccc3nsnc23)CC1)N1CCc2ccccc2C1	23	-0.1	11	-1	-4	0	-2	8	-28	-2
Cc1c(NC(=O)COC(=O)c2ccccc2Cl)c(=O)n(-c2ccccc2)n1C	-4	-0.4	8	-2	-1	2	-6	-5	-22	-5
Cc1cccc(C)c1NC(=O)CNC(=O)c1ccccc1OCc1ccccc1	6	-36	23	-2	·	-7	·	32	·	-1
Cc1cccc(NC(=O)COc2ccc(/C=C\c3[nH]c(=O)[nH]c(=O)c3[N+](=O)[O-])cc2)c1	-15	0.0	-6	-3	3	-1	-1	10	-13	-3
O=C(CCC1CCCCC1)Nc1nccs1	48	1.0	-62	-6	2	-11	-3	28	-49	8
Cc1ccccc1-c1cc2nc(-c3ccc([N+](=O)[O-])cc3)cc(=O)n2[nH]1	-34	-0.4	5	-2	2	?	-2	5	-8	-22
CCOC(=O)c1ccc(Nc2nc(C)nc3c2nnn3Cc2ccccc2)cc1	-1	0.4	-11	2	-8	53*	4	19	-34	9
CCOC(=O)c1c(C)nc2c(c1-c1ccc(OC)c(OC)c1)C(=O)c1ccccc1-2	-8	0.3	13	9	-2	-3	0	31	-28	-2
CN1CCN(C(=O)C2=C[C@@H](c3ccc(C(F)(F)F)cc3)C[C@@H](OCCCCO)O2)CC1	-11	-2.8	20	0	4	1	12	12	-14	-1
Cc1ccc(S(=O)(=O)N2CCN(S(=O)(=O)N3CCCCC3)CC2)cc1	-2	0.1	5	1	5	-5	-4	8	-12	-2
Cc1ccc(/C=C2\SC(N3CCCC3)=NC2=O)cc1	24	1.3	-34	2	6	-6	-1	13	-53	6
Cc1c(C(=O)O)c(=O)n(-c2ccccc2)n1-c1ccccc1	3	-0.3	19	2	3	-1	2	15	-8	-1
Going on with the list:
SMILES	HSF-1 act	HIF act	aSyn UTR inh	Platelet DG rel	IEC-6 tox	SKKanGAS inh	HSP90 refold inh	AI-2 QS modul	KLF5 inhibitor	HSF1 inh
CCCS(=O)(=O)N1CCC(C(=O)NC2CCCC(C)C2C)CC1 (centres undefined)	15	0.3	-22	3	-5	-1	-4	-9	-24	-5
CC1(/[N+]([O-])=C\c2ccccc2F)CCCCC1=O (centres undefined)	-6	-0.4	8	-7	8	0	4	10	0	-5
O=C(C1=C[C@@H](c2coc3ccccc3c2=O)C[C@@H](OCc2ccc(CO)cc2)O1)N1CCN(Cc2ccccc2)CC1	6	1.3	34	3	9	15	8	9	-5	9
COc1ccc(CC(=O)N2CCN=C2SC)cc1	21	-0.2	-2	6	1	-2	2	47	-25	2
O=C(CCCOc1ccc(Cl)cc1Cl)Nc1cccnc1	22	·	-19	-8	1	-16	5	1	-50	-4
CCOC(=O)c1c(S(=O)(=O)NCC(=O)Nc2ccc(C)cc2)c(C)n(C)c1C	-3	-0.2	3	-2	5	2	-3	22	-3	-4
CCCSc1nc2sc3c(c2c(=O)[nH]1)CC(C)(CC)OC3 (centres undefined)	-44	-13	-23	2	-8	0	-4	15	-25	-33
CC(C)C(=O)Nc1ccc(C(=O)N2CCCCCC2)cc1	0	-0.3	-14	-5	-4	1	4	16	-18	-6
CCOc1ccc(/C=C2\SC(=S)N(N3C(=O)C4CC4C3=O)C2=O)cc1 (centres undefined)	9	-0.3	19	14	0	18	-5	27	-1	3
COc1ccc(OCc2cn3c(C)cc(C)nc3n2)cc1	12	0.3	-36	8	-4	2	-3	10	-17	-4
CN(c1ccc(OCc2nnc(-c3ccccc3)o2)cc1)S(=O)(=O)c1ccccc1	-8	-0.4	13	-28	-2	9	0	15	0	-9
CCN(CCNc1ccc(Cl)cc1[N+](=O)[O-])C(=O)c1cc([N+](=O)[O-])c(N(C)C)cc1OC	42	-0.4	5	0	-2	-8	-2	5	-18	9
